NOD1 inhibition: NOD1 signaling inhibitors, primary screen, cell-based, luminescence, uHTS (AID 1578). 1% of 290,000 active. inhibition, % at 4 µM; hits with a dose series show EC50 in µM. NOD1-driven NF-kB luciferase reporter cells, luminescence; higher % means a stronger effect; in the data active = inhibition mostly above about 36%, no sharp cut-off; inactive = mostly below about 34%;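 also: HEK-293T reporter cells stimulated with the NOD1 agonist gamma-tri-DAP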
Yfh1-depleted yeast: enhancers of respiration in Yfh1-depleted yeast, dose response, Friedreich's ataxia, plus single-dose screen (AID 1465) | fold induction at 50 µM, or EC50 in µM where a hit was titrated | S. cerevisiae Yfh1-off respiration, WST-1 reduction, 72 h; higher fold induction means a stronger effect | 0.074% of 220,000 active;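 active = fold induction of absorbance versus untreated yeast above a set limit, then at least 30% activation at any dose in follow-up; inconclusive = repeats straddling the limit, or above it without dose testing; inactive = fold induction below the set limit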;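 also: activators that raise dye reduction in frataxin-depleted yeast; strong numbers were not always called active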
NTR1 agonist: agonists of NTR1, primary screen, imaging, U2OS cells, beta-arrestin-GFP, high content (AID 493036); activation, % at 20 µM; NTR1-U2OS beta-arrestin-GFP spot imaging, agonist mode; 0.17% of 330,000 active;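 active = activation at or above 40% of the spot to cytoplasm intensity ratio, with at least 20 cells analyzed; inconclusive = wells under 20 cells, flagged as cytotoxic or low count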;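 also: 0% = DMSO without peptide and 100% = 100 nM NTR1 peptide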
Target sequence (P30989 whole entry, looked up): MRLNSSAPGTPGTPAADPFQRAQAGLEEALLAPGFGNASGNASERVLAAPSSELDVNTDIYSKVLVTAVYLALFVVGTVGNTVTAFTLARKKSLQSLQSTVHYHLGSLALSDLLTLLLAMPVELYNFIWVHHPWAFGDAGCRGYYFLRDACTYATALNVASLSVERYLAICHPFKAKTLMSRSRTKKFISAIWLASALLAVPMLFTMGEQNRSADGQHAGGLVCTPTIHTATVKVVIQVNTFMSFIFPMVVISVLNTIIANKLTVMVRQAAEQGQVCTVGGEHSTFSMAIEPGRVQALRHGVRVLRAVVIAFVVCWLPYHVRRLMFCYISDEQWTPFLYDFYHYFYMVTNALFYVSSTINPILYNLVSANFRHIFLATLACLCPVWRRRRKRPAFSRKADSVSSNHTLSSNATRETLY
TNAP activation fold: human TNAP enzyme activators, primary screen, biochemical, luminescent, no phosphate acceptor, uHTS (AID 1001). purified TNAP, luminescent activation assay, no phosphate acceptor; higher activation fold means a stronger effect. activation fold at 20 µM, or EC50 in µM where a hit was titrated. 0.03% of 200,000 active; in the data active = activation fold from about 3, or a potency from the dose series; inactive = the rest, 99 in 100 with activation fold below about 1.6; also: many of its hits are not listed in these tables
KOR beta-arrestin-1: KOR antagonists, beta-arrestin recruitment, cell-based, luminescence, uHTS (AID 1778); 0.091% of 290,000 active; KOR beta-arrestin recruitment, luminescence, antagonist mode; higher % means a stronger effect; inhibition, % at 10 µM, or IC50 in µM where a hit was titrated; Kappa-type opioid receptor (Homo sapiens); also: strong numbers were not always called active
HEK293 NOD2/NF-kB: NOD2 signaling inhibitors, cell-based, luminescence, uHTS, HEK293 (AID 1566). HEK293 NOD2/NF-kB luciferase reporter, luminescence; higher % means a stronger effect. inhibition, % at 4 µM, or EC50 in µM where a hit was titrated. 0.63% of 290,000 active; also: many of its hits are not listed in these tables
GPR55 activation: GPR55 agonists via beta-arrestin recruitment, primary screen, imaging, U2OS cells, beta-arrestin-GFP redistribution (AID 1961); G-protein coupled receptor 55 (Homo sapiens); U2OS GPR55 beta-arrestin-GFP redistribution imaging; higher % means a stronger effect; 0.048% of 290,000 active; activation, % at 10 µM; hits with a dose series show EC50 in µM;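 active = activation above 40% with more than 50 cells counted in the well; inconclusive = wells holding fewer than 50 cells, flagged as toxic or sparse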;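 also: U2OS osteosarcoma cells stably expressing GPR55 and beta-arrestin-GFP; plate controls were DMSO negative control for no effect and LPI positive control for full effect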
KOR beta-arrestin-2: KOR agonists, beta-arrestin recruitment, primary screen, cell-based, luminescence, uHTS (AID 1777) | Kappa-type opioid receptor (Homo sapiens) | KOR beta-arrestin recruitment, luminescence; higher % means a stronger effect | activation, % at 10 µM; hits with a dose series show EC50 in µM | 0.02% of 280,000 active; in the data active = activation above about 50%, passing the limit was not always enough; also: a part of the inactive calls stands beside numbers as strong as those of hits
CSM14.1 death rescue: rescue of cells from ER stress-induced death, primary screen, 384-well, CSM14.1, thapsigargin, ATP luminescence (AID 1222); 190,000 tested, under 10 active; CSM14.1 thapsigargin-induced death rescue, ATP luminescence; higher % means a stronger effect; one-dose cellular ATP content (survival), % at 20 µM; EC50 in µM for titrated hits;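 active = EC50 below 50 µM in the dose-response confirmation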;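 also: death triggered by thapsigargin at about 15 µM added after 2 h compound pretreatment; cell ATP read after overnight thapsigargin exposure of roughly 18 to 22 hours; normalized against plate controls of thapsigargin alone and 5% DMSO vehicle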
NTR1 agonist cell count 20 µM: second read-out of NTR1 agonist, no call of its own (marks repeat the call); cell count; measured here: cell count, cytotoxicity flag
An asterisk follows results filed as active; i = inactive; u = inconclusive; x = no result given; [ ] = dose if it differs, or a comment. Rule as the data show it, unless noted: active = inhibition above about 50%; inactive = the rest. An excerpt; rates above refer to the full screens.

SMILES	NOD1 inhibition	Yfh1-depleted yeast	NTR1 agonist	NTR1 agonist cell count 20 µM	TNAP activation fold	KOR beta-arrestin-1	HEK293 NOD2/NF-kB	GPR55 activation	KOR beta-arrestin-2	CSM14.1 death rescue
C=C(C)CNC(=S)NN=C1c2ccccc2-c2ccccc21	-16%	i	2.3	49	1.1	-1%	11%	0.5%	-4.6%	-1.3%
COc1cccc2cc(NC(=O)C3CCCCC3)c(=O)oc12	-8%	i	0.3	57	1.1	-19%	-100%	0.6%	-0.4%	-0.7%
CC1CN(Cc2ccccc2Cl)CC(C)O1 (stereo not drawn)	-10%	i	-0.7	57	1.1	27%	14%	-0.2%	0.8%	2.0%
COc1ccc(C(=O)O/N=C(\N)c2ccccc2Cl)cc1OC	-13%	x	0.1	66	x	3%	-3%	-0.1%	-1.9%	x
O=C(Nc1nnc(SCc2ccc(F)cc2)s1)C1CC(=O)N(c2ccc3c(c2)OCCO3)C1 (stereo not drawn)	-9%	i	4.1	63	1.2	-42%	-4%	1.7%	10%	-0.4%
CC(=O)Nc1cccc(C(=O)/C=C/c2ccc(F)cc2)c1	-34%	i	6.3	72	1.1	-10%	-66%	0.1%	1.0%	2.5%
Cc1ccc(Cn2ccc(NC(=O)c3noc4c3CCCC4)n2)cc1	-24%	i	0.0	58	1.1	6%	-15%	0.2%	-2.5%	-1.8%
FC(F)(F)c1ccc(-c2nnc(-c3cccnc3)o2)cc1	-2%	x	-0.2	55	x	14%	-1%	0.0%	-1.6%	x
COc1cc(CNc2ccc(N3CCCC3)cc2)ccc1OCc1ccccc1F	8%	u	x	x	0.7	14%	-23%	-0.2%	10%	-1.6%
NNC(=O)CCCNc1ncc(C(F)(F)F)cc1Cl	-52%	i	-0.5	38	1.1	23%	10%	-0.5%	-3.7%	1.8%
CCOC(=O)COc1nc2ccc(Br)cc2c(-c2ccccc2)c1C(C)=O	8%	x	-0.6	89	x	21%	7%	-0.1%	-5.1%	x
COC(=O)c1cccc(NC(=O)CSCc2ccccc2)c1	-23%	x	-1.0	64	x	-30%[20 µM]	-5%	-0.3%	-3.8%	x
COc1ccc(/C=C/C(=O)NC(C)C)cc1Br	-18%	i	-1.4	59	1.1	-15%	-9%	0.1%	-2.9%	-0.9%
N#CC[C@H](Cc1ccccc1)N1CCN(Cc2ccccc2)CCC1=O	-20%	x	2.6	52	x	-23%[20 µM]	9%	0.5%	-0.9%	x
Cc1ccc(C(=O)N(Cc2ccccc2)C(C)(C)C)cc1C	-20%	i	-2.3	97	1	1%	16%	0.2%	2.3%	0.7%
CC1(C)CC(=O)C(C2(O)C(=O)Nc3ccccc32)CO1 (stereo not drawn)	-35%	i	0.2	54	1	-42%[20 µM]	-2%	0.2%	-6.3%	-0.6%
N#CCSc1nc2sc3c(c2c(=O)n1C1CCCCC1)CCCC3	-4%	i	7.3	46	1.1	10%	14%	0.1%	-0.9%	-1.2%
COCCCNC(=O)c1nc2ccccc2c(=O)n1NC(=O)Nc1c(Cl)cccc1Cl	8%	x	1.2	55	x	-8%	28%	-0.1%	-3.4%	x
COC(=O)Nc1ccc(S(=O)(=O)N2CCCC(C(=O)N3CCOCC3)C2)cc1 (stereo not drawn)	-6%	i	-1.9	78	x	25%	1%	-0.1%	0.1%	x
O=C(NCC1CCCO1)c1ccc(/C=N/O)nc1 (stereo not drawn)	-27%	i	0.8	45	1.1	-23%	3%	-0.1%	-2.2%	0.5%
CC(C)NC(=O)NC(=O)COC(=O)C1CCCN1C(=O)c1cccs1 (stereo not drawn)	3%	i	0.4	40	0.8	-24%	14%	-0.1%	-4.7%	-0.4%
Cc1cc(C)n(C(=O)Cc2cn3ccsc3n2)n1	9%	i	-1.1	58	1	-2%	19%	0.3%	-5.4%	1.4%
COCCNC(=S)NCCCNc1nc2cc3c(cc2cc1C#N)OCO3	16%	i	0.4	52	1.2	-37%	0%	0.1%	1.4%	-1.3%
CC(=O)c1[nH]c(C)c(C(C)=O)c1C	13%	i	-0.9	87	1.1	-15%	5%	-0.1%	-0.8%	0.0%
COc1ccccc1-c1nnc(SCC(=O)Nc2c(Cl)cccc2Cl)o1	18%	i	17	83	1.2	-56%	9%	-0.1%	1.4%	8.2%
NC(=O)NC(=O)COC(=O)CCSc1ccccc1	-31%	i	0.3	23	1	-1%	-1%	-0.2%	-1.6%	-0.7%
CCOc1ccc(C(C)=O)cc1COC(=O)c1cnc(Cl)c(Cl)c1	-33%	i	4.0	53	1.1	28%	23%	-0.2%	-5.1%	-1.2%
C=CCn1c(SCC(=O)Nc2cc(C)on2)nc2c([nH]c3ccccc32)c1=O	-26%	x	-0.6	51	x	12%	0%	0.0%	-0.8%	x
Cc1cc(C(=O)N/N=C/c2cccc([N+](=O)[O-])c2)c2ccccc2n1	-7%	i	5.9	68	1.1	-8%	10%	-0.3%	7.4%	-1.8%
Cc1ccc(S(=O)(=O)N2CCN(S(C)(=O)=O)C2c2ccccc2)cc1 (stereo not drawn)	-23%	i	-0.5	44	1.1	35%	1%	-0.2%	-2.2%	x
O=C(O)CCCC(=O)NCCc1cccc(Cl)c1	-18%	i	0.3	87	1.1	16%	2%	-0.2%	-2.6%	2.1%
O=C1CCCc2sccc2N1	8%	i	1.8	54	1.1	-19%	24%	-0.2%	-5.7%	6.4%
Cc1cccc(NC(=O)c2cc(S(=O)(=O)N3CCc4ccccc43)cn2C)c1C	-10%	x	5.4	97	x	19%[20 µM]	17%	0.6%	-3.1%	x
COCCn1c(C)cc(/C=N/NC(=O)c2cccnc2)c1C	-67%	i	-1.2	40	1.1	-14%	-6%	-0.2%	-4.9%	-1.0%
CC1(C)CC(N2CCCC2)=CC(=[N+]2CCCC2)C1	28%	i	0.0	97	1	12%	3%	-0.4%	-1.1%	4.0%
Cc1cc(C)nc(SCC(=O)Nc2ccc(S(=O)(=O)Nc3onc(C)c3C)cc2)n1	1%	i	-1.3	65	1.1	8%	4%	-0.1%	-13%	-1.0%
COC(=O)C1=C(C)N(Cc2cccnc2)C(=O)/C1=C\c1cccs1	-37%	i	-1.7	69	1	-13%	22%	0.2%	1.6%	3.4%
Cc1ccc(CNC(=O)c2ccc(CN3CCOCC3)cc2)cc1	-2%	i	1.5	86	1.1	5%	-7%	-0.3%	-3.8%	-0.8%
CCNC(=S)N/N=C/c1cn(Cc2ccccc2F)c2ccccc12	30%	i	5.5	55	1.2	6%	-2%	-0.2%	3.7%	-3.1%
O=C(CSc1nnc(CNc2ccc(F)cc2)o1)N1c2ccccc2Sc2ccccc21	2%	i	2.8	63	1	-34%	34%	0.2%	0.8%	14%
Cc1cccc(NC(=O)c2ccc(OC3CSC3)cc2)c1	-54%	i	2.8	49	1	-4%	-100%	-0.2%	-1.8%	0.1%
O=C1c2ccccc2C(Nc2ccc(S(=O)(=O)N3CCOCC3)cc2)N1Cc1ccco1 (stereo not drawn)	2%	i	2.2	100	1.2	-11%	2%	0.2%	-3.0%	-0.6%
COc1ccc(CN(CC(=O)NCc2ccc(F)cc2)C(=O)CCC(=O)Nc2cc(C)ccn2)cc1	-27%	x	0.7	36	x	-2%	4%	-0.2%	-5.2%	x
O=C1CCCC(O)=C1C=Nc1ccc2c(c1)oc1ccccc12	-26%	i	-1.0	52	1.1	-30%	-31%	0.0%	-6.5%	-2.0%
S=C(Nc1cccc(Cl)c1Cl)N1CCCC1	-30%	x	-0.3	86	x	11%	-8%	-0.1%	5.8%	x

Whole records, looked up by structure. Screens in order: NOD1 inhibition	Yfh1-depleted yeast	NTR1 agonist	NTR1 agonist cell count 20 µM	TNAP activation fold	KOR beta-arrestin-1	HEK293 NOD2/NF-kB	GPR55 activation	KOR beta-arrestin-2	CSM14.1 death rescue
Results for O=C(CSc1nnc(CNc2ccc(F)cc2)o1)N1c2ccccc2Sc2ccccc21 → 2%	i	2.8	63	1	-34%	34%	0.2%	0.8%	14%
Results for S=C(Nc1cccc(Cl)c1Cl)N1CCCC1 → -30%	x	-0.3	86	x	11%	-8%	-0.1%	5.8%	x
Results for COC(=O)C1=C(C)N(Cc2cccnc2)C(=O)/C1=C\c1cccs1 → -37%	i	-1.7	69	1	-13%	22%	0.2%	1.6%	3.4%

(continued)
SMILES	NOD1 inhibition	Yfh1-depleted yeast	NTR1 agonist	NTR1 agonist cell count 20 µM	TNAP activation fold	KOR beta-arrestin-1	HEK293 NOD2/NF-kB	GPR55 activation	KOR beta-arrestin-2	CSM14.1 death rescue
CCOC(=O)Cn1c(S(=O)(=O)Cc2ccc(F)cc2)nc(-c2ccccc2)c1-c1ccccc1	-4%	i	1.0	61	1.1	3%	-44%	-0.1%	4.3%	22%
COc1ccc(-n2nnc3c(=O)n(CC(=O)Nc4ccc5c(c4)OCCO5)cnc32)cc1OC	0%	x	1.2	99	x	8%	22%	0.2%	-0.4%	x
COc1cc2c(cc1OC)CN(CC(=O)Nc1ccc(F)cc1F)CC2	3%	x	0.6	73	x	23%	24%	-0.2%	-5.3%	x
Cc1nc2nc(-c3ccc(Cl)cc3)cn2nc1C	-12%	x	-0.2	40	1.1	1%	-91%	0.6%	-5.2%	-0.5%
CC1CCC/C(=N\NC(=O)COc2ccccc2Cl)C1 (stereo not drawn)	47%	i	-0.6	70	1.1	13%	10%	-0.1%	-2.8%	1.9%
O=C(Nc1ccc(F)cc1F)c1cc(-c2ccco2)on1	-92%	i	-0.1	84	1.2	4%	-57%	0.0%	-1.3%	-0.8%
Cc1ccc(F)cc1NC(=O)c1cccc2nccnc12	-4%	i	-0.1	62	1	-40%	-3%	-0.5%	-1.6%	1.2%
Cc1nn(-c2cccc(Cl)c2)c(Cl)c1/C=N/NC(=O)c1cccs1	-23%	i	6.5	44	1	-24%	-82%	0.6%	-5.2%	-0.2%
CC(=O)c1ccc(Cc2ccc(C(C)=O)cc2)cc1	-35%	i	1.3	78	1	-19%	-6%	0.4%	2.3%	-0.7%
O=C(NC1CCS(=O)(=O)C1)c1ccc(Br)o1 (stereo not drawn)	-17%	x	-0.3	45	x	13%	-9%	x	-4.5%	x
S=C(NCCc1ccccc1)N/N=C/c1c(Cl)cccc1Cl	8%	i	11	75	1.1	13%	11%	-0.3%	-5.9%	-0.8%
COc1ccccc1-c1cc(C(=O)NCc2ccco2)no1	-40%	i	0.5	63	1	9%	0%	-0.1%	-2.3%	-0.9%
COc1ccc(C(=O)N/N=c2\oc3ccccc3cc2C(=O)NCc2ccccc2)cc1	-33%	i	7.2	76	1	2%	-1%	-0.2%	-0.9%	-2.6%
CCOC(=O)c1c[nH]n2c(=O)cc(C)nc12	-6%	i	-0.8	45	x	4%	-14%	0.7%	-0.1%	x

Source: PubChem
